ANO1 activ – activates or potentiates the mouse TMEM16A chloride channel | Q8BHY3 | AID 623877 | 340,000 compounds, 0.3% hits | HEK293 TMEM16A/YFP-H148Q/I152L, iodide quench fluorescence; stronger effect = lower value | B-score at 10 µM;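 active = fluorescence-ratio B-score plate-corrected deviation score at least 3 library SD below zero, with starting fluorescence score within 5 deviations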;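 also: channel opened by trigger with iodide after compound preincubation; score built on the fluorescence ratio of max minus min over baseline; more negative score means more quench and so TMEM16A activation or potentiation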
Target sequence (Q8BHY3 whole entry, looked up): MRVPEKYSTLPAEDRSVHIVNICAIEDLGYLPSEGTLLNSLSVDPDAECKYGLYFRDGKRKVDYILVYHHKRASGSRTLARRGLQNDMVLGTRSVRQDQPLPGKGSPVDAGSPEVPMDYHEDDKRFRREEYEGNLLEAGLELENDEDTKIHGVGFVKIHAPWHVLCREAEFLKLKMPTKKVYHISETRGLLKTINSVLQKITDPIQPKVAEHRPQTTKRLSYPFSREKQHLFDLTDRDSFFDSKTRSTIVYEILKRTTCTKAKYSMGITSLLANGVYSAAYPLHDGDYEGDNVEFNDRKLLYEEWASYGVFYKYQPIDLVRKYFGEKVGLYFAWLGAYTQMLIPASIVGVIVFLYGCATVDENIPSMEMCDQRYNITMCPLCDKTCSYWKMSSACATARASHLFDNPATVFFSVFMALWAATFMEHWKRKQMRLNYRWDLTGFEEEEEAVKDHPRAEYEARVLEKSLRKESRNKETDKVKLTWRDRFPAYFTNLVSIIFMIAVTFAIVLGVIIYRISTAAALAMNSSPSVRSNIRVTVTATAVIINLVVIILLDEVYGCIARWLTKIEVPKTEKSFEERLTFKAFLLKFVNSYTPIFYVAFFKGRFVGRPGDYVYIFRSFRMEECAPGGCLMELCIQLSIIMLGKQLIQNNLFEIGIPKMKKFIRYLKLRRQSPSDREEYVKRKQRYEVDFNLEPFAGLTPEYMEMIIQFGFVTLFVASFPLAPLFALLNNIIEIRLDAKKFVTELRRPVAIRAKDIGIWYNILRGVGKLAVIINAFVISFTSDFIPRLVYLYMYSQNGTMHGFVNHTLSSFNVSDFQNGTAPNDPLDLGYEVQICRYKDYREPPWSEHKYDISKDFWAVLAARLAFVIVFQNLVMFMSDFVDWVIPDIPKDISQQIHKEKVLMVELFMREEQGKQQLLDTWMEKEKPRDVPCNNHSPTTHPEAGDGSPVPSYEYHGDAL
* = called active by the depositor; i = inactive. This is a subset, so the mix of outcomes need not match the whole.

Molecule	ANO1 activ
COc1ccc(NC(=O)C(OC(=O)Cn2cnc3c2c(=O)n(C)c(=O)n3C)c2ccccc2)cc1Cl (centres undefined)	i
Cc1cccc(C)c1NC(=O)CN1C(=O)NC(C)(C2CC2)C1=O (centres undefined)	i
CC(C)(C)OC(=O)C[C@@H]1C/C=C\C[C@@H](CC(=O)N[C@H](CO)Cc2ccccc2)C(=O)N2CCC[C@@H]2COC1=O	i
COc1cccc(NC(=O)CN(C)C(=O)c2cccc(S(=O)(=O)N3c4ccccc4CC3C)c2)c1 (centres undefined)	i
CCN(C(=O)COC(=O)c1ccccc1O)c1nc2ccccc2s1	i
Cc1noc(C)c1COc1ccc(C(=O)N2CCN(c3cccc(Cl)c3)CC2)cc1	i
O=C(CC(=O)NN=Cc1ccc2c(c1)CCC2)NN=Cc1ccc2c(c1)CCC2	i
Cc1cccc(NC(=O)c2cc(S(=O)(=O)N3CCCCC3)ccc2Cl)n1	i
O=C(COC(=O)/C=C/c1ccccc1Cl)NCC1CCCO1 (centres undefined)	i
CCOc1ccc(NC(=O)COC(=O)CSCC(=O)Nc2ccc(C)cc2C)cc1	i

More records.
Molecule	ANO1 activ
Cc1ccc(C)c(C(=O)COC(=O)c2c(-c3ccccc3)noc2C)c1	i
C[C@H](CO)N1C[C@H](C)[C@@H](CN(C)Cc2ccncc2)Oc2c(NC(=O)CCCCCC(=O)Nc3ccccc3N)cccc2C1=O	i
Cc1ccc(C(=O)OCC(=O)NCc2ccc3c(c2)OCO3)cc1S(=O)(=O)N1CCOCC1	i
CCCN(CC(=O)Nc1ccccc1OC)C(=O)c1ccc(S(=O)(=O)NCc2ccco2)cc1	-45.5*
COc1ccc(-c2oc(=O)c3cc(OC)c(OC)cc3c2-c2cc(F)cc(OC)c2)cc1	i
CC(C)[C@H](NC(=O)c1ccccc1F)C(=O)NNC(=O)c1cccs1	i
CCOC(=O)C1(NC(=O)C2(NC(=O)CN3C(=O)c4ccccc4C3=O)CCCC2)CCCC1	i
Cc1ccc(C(=O)OCC(=O)NCc2ccc(F)cc2)o1	i
Cc1ccc(NC(=O)CN(C)C(=O)CSc2nnc(C)s2)cc1	i
O=C(NCCN1C(=O)S/C(=C/c2cccnc2)C1=O)c1ccc(S(=O)(=O)N2CCCC2)cc1	i

Next section
Molecule	ANO1 activ
CSCCC(NC(=O)COc1ccccc1)C(=O)N1CCC(C(N)=O)CC1 (centres undefined)	i
O=C(COC(=O)c1ccc(C(F)(F)F)cc1)Nc1cccc(S(=O)(=O)NC2=NCCCCC2)c1	i
Cc1c(NC(=O)C(C)SC(=S)N2CCCC2)c(=O)n(-c2ccccc2)n1C (centres undefined)	i
CN(CC1COc2ccccc2O1)C(=O)c1cccc(S(=O)(=O)N2CCCC2)c1 (centres undefined)	i
COc1ccc(S(=O)(=O)N2CCN(C(=O)CCSc3ccccc3)CC2)cc1	i
C[C@H](CO)N1C[C@H](C)[C@@H](CN(C)C(=O)Nc2ccc3c(c2)OCO3)Oc2c(NS(=O)(=O)c3cn(C)cn3)cccc2C1=O	i
CN(CC(=O)NCCc1ccc(S(N)(=O)=O)cc1)CC(=O)Nc1ccc(Cl)cc1	i
COc1ccc(N=[N+]([O-])c2ccc(OC)cc2)cc1	i
Cc1ccc(S(=O)(=O)OCCC2=CC(=O)CCN2Cc2ccccc2)cc1	i
COc1cc(C)c(NC(=O)COc2ccc3c(c2)CCC3)cc1OC	i

By substructure: the compounds so far containing a furan ring, fused or not.
Molecule	ANO1 activ
CCCN(CC(=O)Nc1ccccc1OC)C(=O)c1ccc(S(=O)(=O)NCc2ccco2)cc1	-45.5*
Cc1ccc(C(=O)OCC(=O)NCc2ccc(F)cc2)o1	i

Carrying on:
Molecule	ANO1 activ
CC1CCCCC1NC(=O)c1cc(S(=O)(=O)N2CCOCC2)ccc1Cl (centres undefined)	i
O=C(/C=C/c1ccc(S(=O)(=O)N2CCOCC2)cc1)Nc1ccc(F)c(F)c1F	i
CCCN(CC(=O)Nc1ccccc1C)C(=O)c1sc2ccccc2c1Cl	i
C(=NOCc1ccccc1)c1ccncc1	i
CCN(CC)CCNC(Cc1ccccc1)c1cccc(OC)c1 (centres undefined)	i
Cc1cccc(NC(=O)C(C)Sc2nc3ccccc3c(=O)n2CCCN2CCOCC2)c1 (centres undefined)	i
COc1ccc([C@H]2CC(=O)C=C(c3ccc(Cl)c(C(F)(F)F)c3)C2)cc1OC	i
Cc1ccc(S(=O)(=O)n2oc(=O)c(C3CCCCC3)c2N)cc1	i
Cc1ccc(S(=O)(=O)N2CCN(S(=O)(=O)c3c(C)n[nH]c3C)CC2)cc1C	i
C[C@@H]1[C@H]2CCCC[C@H]2CN(C(=O)OC(C)(C)C)[C@@H]1c1cn(Cc2ccccc2)c2ccc(F)cc12	i

(further entries)
Molecule	ANO1 activ
C=CC[C@H](CC(=O)N(CCO)Cc1ccccc1)C(=O)N[C@@H](COC(=O)[C@H](CC=C)CC(=O)OC(C)(C)C)Cc1c[nH]c2ccccc12	i
O=C1c2ccccc2/C(=C\c2ccc3[nH]ccc3c2)N1c1ccccc1	i
O=C(COC(=O)/C=C/c1ccc(Cl)cc1Cl)NCC1CCCO1 (centres undefined)	i
C[C@H](CO)N1C[C@H](C)[C@@H](CN(C)S(=O)(=O)c2ccccc2)Oc2c(NC(=O)Nc3ccc4c(c3)OCO4)cccc2C1=O	i
O=C(NCc1ccc(Cl)cc1)c1ccc(S(=O)(=O)N2CCCCC2)cc1	i
Cc1ccc(-c2cc(C(=O)NCC(c3ccccc3)N(C)C)c3ccccc3n2)o1 (centres undefined)	i
O=C(C[C@@H]1C/C=C\C[C@H](NC(=O)OCC2c3ccccc3-c3ccccc32)C(=O)OC[C@@H]2CCCN2C1=O)N[C@H](CO)Cc1ccccc1	i
Cc1cc(-c2cc(C)c(N)cc2C)c(C)cc1N	i
O=C(Cc1ccccc1)OCC(=O)c1cccc([N+](=O)[O-])c1	i
CCc1noc(C)c1C(=O)Nc1nc(-c2ccccc2)c(C(C)=O)s1	i

Grouped by structure: those above containing a CF3 group
Molecule	ANO1 activ
O=C(COC(=O)c1ccc(C(F)(F)F)cc1)Nc1cccc(S(=O)(=O)NC2=NCCCCC2)c1	i
COc1ccc([C@H]2CC(=O)C=C(c3ccc(Cl)c(C(F)(F)F)c3)C2)cc1OC	i

Continued.
Molecule	ANO1 activ
C=CCNc1oc(-c2cccc(Cl)c2)nc1C#N	i
COc1ccc(S(=O)(=O)NCCc2ccccn2)cc1	i
CCc1cccc(CC)c1NC(=O)CSc1nnc(C2CC2)n1N	i
COc1cccc(NC(=O)COC(=O)c2cc(=O)c3ccccc3o2)c1	i
COc1ccc(OC[C@@H](O)CNC(=O)c2cccc3c2C(=O)c2ccc(-c4ccc(F)cc4OCc4ccccc4)cc2S3(=O)=O)cc1	i
CCCC(=O)NC1=C(Cl)C(=O)c2ccccc2C1=O	i
O=C1c2ccccc2NC(c2ccc(Br)o2)N1O (centres undefined)	i
CCCN(CC(=O)Nc1ccc(F)c(F)c1F)C(=O)c1cc(S(=O)(=O)N(C)C)ccc1N1CCCC1	i
O=C(CSc1nncs1)Nc1cccc2ccccc12	i
O=C(COC(=O)CCc1ccc(S(=O)(=O)N2CCOCC2)cc1)Nc1ccccc1OC(F)F	i

The results go on:
structure	ANO1 activ
COc1ccc(S(=O)(=O)N(C)C[C@H]2Oc3ccc(NC(=O)Nc4ccccc4)cc3C(=O)N([C@H](C)CO)C[C@@H]2C)cc1	i
COc1ccc(NC(=O)N(C)C[C@H]2Oc3c(NC(=O)Nc4ccccc4)cccc3C(=O)N([C@H](C)CO)C[C@@H]2C)cc1	i
CCOc1ccccc1CNc1ncnc2ccc(-c3c(C)noc3C)cc12	i
CCCCC/C=C/C1=CC(=O)C[C@H](c2ccc(OC)c(OC)c2)C1	i
Cc1nc2c(nc1C)C(=O)c1ccccc1C2=O	i
N#Cc1ccsc1NC(=O)COC(=O)C1=NNC(=O)CC1	i
[O-][n+]1nc2ccccc2c2ccccc21	i
COc1cc(C(=O)NNC(=O)CCOc2cccc(Br)c2)cc(OC)c1OC	i
ONC(=NCc1ccccc1)c1ccccc1	i
CCC(CO)Oc1cc(NC(=O)c2cccc(F)c2)c2ncn(C(C)C)c2c1 (centres undefined)	i
NS(=O)(=O)c1cccc(NC(=O)CSc2nnc(C3CC3)n2C2CC2)c1	i
COc1ccc(-c2ccc3c(c2)S(=O)(=O)c2cccc(C(=O)NC4CCCCC4)c2C3=O)cc1OC	i
CC12CCC(C3NC(=S)NN=C31)C2(C)C (centres undefined)	i
CCCCN(C(=O)c1ccc(N2C(=O)c3ccccc3C2=O)cc1)c1c(N)n(CC(C)C)c(=O)[nH]c1=O	i
c1ccc2c(c1)ccc1[nH]c3c(c12)CCCC3	i
Cc1nc(NC(=O)COC(=O)c2cccs2)c(Cl)cc1Cl	i
Cc1noc(C)c1COc1ccccc1C(=O)NC(C)c1ccc(Cl)cc1 (centres undefined)	i
Cc1c[n+](C)ccc1CC1C([N+](=O)[O-])=C[N-]c2ncnn21 (centres undefined)	i
Nc1ncncc1-c1ccccc1Cl	i
CN(CC(=O)NCC(=O)Nc1ccc(F)c(F)c1F)C1CCS(=O)(=O)C1 (centres undefined)	i
CCN1CCN(S(=O)(=O)c2ccc(Cl)c(C(=O)NCc3nc4ccccc4[nH]3)c2)CC1	i
CC1CN(c2cc(=O)n(-c3ccc(Cl)cc3)c(=O)[nH]2)CC(C)O1 (centres undefined)	i
CC1CC1C(=O)OCC(=O)NC(=O)c1ccc(C(C)(C)C)cc1 (centres undefined)	i
COc1cccc(CN(C)C(=O)CCNC(=O)c2ccco2)c1	i
Cc1cccc(NC2(C(=O)O)CCCC2)c1	i

Later entries
structure	ANO1 activ
NC(=O)c1ccc(NC(=O)CSc2nnc(-c3ccc4c(c3)OCO4)o2)cc1	i
COc1cc(OC)cc(-c2c(C#Cc3ccsc3)c3cc(-c4cnc(OC)nc4)ccc3n2C)c1	i
CCOc1ncccc1C(=O)OCC(=O)N1c2ccccc2CC1C (centres undefined)	i
COc1ccc(C(CNC(=O)c2cccc(S(=O)(=O)N3CCCc4ccccc43)c2)N(C)C)cc1 (centres undefined)	i
COC(=O)c1ccc(/C=C/C(=O)OCC(=O)c2ccc[nH]2)cc1	i
CC(=NNC(=O)CSCC(=O)NN=C(C)c1ccccc1)c1ccccc1	i
O=S(=O)(Nc1ccc(Cl)cc1NS(=O)(=O)c1ccccc1)c1ccccc1	i
COc1ccc(S(=O)(=O)N2CCCCC2)cc1NC(=O)c1ccc(CS(C)(=O)=O)cc1	i
COc1ccccc1C(CNC(=O)CCNS(=O)(=O)c1ccc(Br)cc1)N1CCCC1 (centres undefined)	i
COCCN(CC(=O)Nc1cccc(C)c1C)C(=O)c1ccc(-n2cccn2)cc1	i
Cc1ccccc1NC(=O)Cc1nc(COC(=O)c2ccc(C(F)(F)F)cc2)cs1	i
CCOC(=O)C1=C(CC)Nc2ccccc2N=C1NC(=O)c1ccc(OC)c(S(=O)(=O)N2CCOCC2)c1	i
CC1CCN(C(=O)c2[nH]cnc2C(=O)NCc2ccccc2)CC1	i
COc1ccc(NC(=O)CN(C)C(=O)c2ccc(COc3ccccc3)cc2)cc1	i
COc1cc(CCc2ccccc2)c(C(=O)O)c(O)c1CC=C(C)C	i
NS(=O)(=O)c1ccc(CCNC(=O)COC(=O)c2ccc([N+](=O)[O-])o2)cc1	i
O=C(COc1ccccc1F)NNC(=O)c1cc(Br)ccc1Cl	i
Cn1c(=O)c2[nH]c(CSCc3ccccc3)nc2n(C)c1=O	i
OCC1OC(Oc2c(Br)cc(Br)cc2Br)C(O)C(O)C1O (centres undefined)	i
CC1(NC(=O)CC(c2ccccc2)(c2ccccc2)c2ccccc2)CCN(CCCc2ccccc2)C1=O (centres undefined)	i
COc1ccc(C(=O)Cn2c(C(C)=O)nc3ccccc32)cc1	i
CCOC(=O)c1nnsc1C(OC)Oc1ccccc1 (centres undefined)	i
NC(=O)c1cc(S(=O)(=O)N2CCOCC2)ccc1Sc1ccccc1N	i
COc1ccccc1N(CC(=O)Nc1ccccc1)S(=O)(=O)c1cccs1	i
COc1ccc(C(=O)NCC(=O)N2CCN(C(=O)c3ccco3)CC2)cc1OC	i

4 entries from above, set out differently:
COc1cc(OC)cc(-c2c(C#Cc3ccsc3)c3cc(-c4cnc(OC)nc4)ccc3n2C)c1
  ANO1 activ: i
COc1ccc(S(=O)(=O)N2CCCCC2)cc1NC(=O)c1ccc(CS(C)(=O)=O)cc1
  ANO1 activ: i
NC(=O)c1ccc(NC(=O)CSc2nnc(-c3ccc4c(c3)OCO4)o2)cc1
  ANO1 activ: i
COc1ccccc1C(CNC(=O)CCNS(=O)(=O)c1ccc(Br)cc1)N1CCCC1 (centres undefined)
  ANO1 activ: i

Next results
structure	ANO1 activ
O=C(COC(=O)C12CC3CC(CC(C3)C1)C2)NNC(=O)c1ccccc1	i
Cc1cccc(C(=O)NCC(=O)N2CCN(S(=O)(=O)c3ccc4c(c3)OCCO4)CC2)c1	i
C=CCn1c2ccccc2c2nnc(SCC(=O)Nc3c(C)n(C)n(-c4ccccc4)c3=O)nc21	i
CN(c1ccccc1)S(=O)(=O)c1cccc(C(=O)Nc2ccc(N3CCOCC3)cc2)c1	i
CCCc1nnc(NS(=O)(=O)c2ccc(C)cc2)o1	i
COc1cc(OC)cc(-c2sc3ccc(OC)cc3c2-c2ccc(OCCN3CCCCC3)cc2)c1	i
Cc1cc(C(=O)CSc2nnc(CCC(N)=O)n2C)c(C)n1C1CC1	i
Cc1cc(C)cc(C(=O)OCC(=O)Nc2ncccn2)c1	i
O=C(OCC(=O)N1CCc2ccccc2C1)c1ccc(F)cc1Cl	i
Cc1noc(C)c1COc1ccc(C(=O)N2CCN(S(=O)(=O)c3cccc(F)c3)CC2)cc1	i
O=C(NCc1ccccc1)C1CCCN(C(=O)c2ccc(F)cc2)C1 (centres undefined)	i

From PubChem BioAssay
